Compound activity as filed in PubChem BioAssay.
NCI-60 one-dose screen, 48 h, at 10 µM unless noted. Numbers give growth in % (100 = growth as untreated, 0 = no growth, -100 = all killed).
HCT-15 – HCT-15 colon cancer | 82,000 tested, 5.2% active | AID 1794746
COLO 205 – COLO 205 colon cancer; 79,000 tested, 7.3% active
NCI-H322M – NCI-H322M lung cancer | AID 1794733 | 80,000 tested, 2.7% active
SW-620 – SW-620 colon cancer; 82,000 tested, 5.2% active; AID 1794795
HT29 – HT29 colon cancer | 81,000 tested, 7.4% active | AID 1794748
SNB-75 – SNB-75 CNS cancer; 79,000 tested, 5% active; AID 1794750
HCT-116 – HCT-116 colon cancer; 82,000 tested, 7.3% active
HCC-2998 – HCC-2998 colon cancer; AID 1794799; 79,000 tested, 4.7% active
KM12 – KM12 colon cancer cells. 82,000 tested, 5% active
* hit, by the source's call; . = no result given; & = joins results of further samples. Rule for the calls: active = growth percent below 10; inactive = the rest.

SMILES	HCT-15	COLO 205	NCI-H322M	SW-620	HT29	SNB-75	HCT-116	HCC-2998	KM12
Clc1cccc(C2Cc3cnccc3-c3[nH]c4ccncc4c32)c1 (configuration not stated)	25	23	73	45	41	74	33	77	44
[O-][n+]1onc(N/N=C/c2ccc(Br)cc2)c1-c1ccccc1	100	113	107	108	118	97	104	107	106
Cn1c(=O)c2c(nc(/N=C/c3ccccc3)n2C)n(C)c1=O	115	111	105	98	113	85	109	93	104
Brc1sc(Br)c(Br)c1Br	105	108	103	98	105	84	93	91	102
CC(=O)C(C)(CCC#N)CCC#N	105	118	96	99	96	88	104	111	106
O=C1CSC(c2cn(-c3ccccc3)nc2-c2cccc([N+](=O)[O-])c2)N1c1cccc(F)c1 (configuration not stated)	99	122	102	108	117	90	104	112	105
O=C1CCN(C(=O)c2ccccc2)c2ccccc21	106	90	99	117	104	98	102	97	101
COc1ccc(NC2=CC(=O)C(C)=C(C)C2=O)cc1OC	95	112	102	102	105	110	92	114	101
Clc1ccc([I+]c2ccc(Cl)cc2Cl)c(Cl)c1	30	-79*	77	-43*	-27*	34	-38*	58	39
O=C1C=CC(=O)N1C(=O)NC(NC(=O)N1C(=O)C=CC1=O)c1ccc2c(c1)OCO2	105	130	98	102	.	97	104	104	112
Cc1cccc(N2CCN(CC(O)COc3ccccc3)CC2)c1 (configuration not stated)	101&107	93&97	96&111	104	93&108	95&83	98&104	102&106	98&111
O=C(CCl)Oc1cc(Cl)c(Cl)cc1Cl	95	108	107	102	117	83	98	109	117
O=C1NC(=S)S/C1=C/c1cn(-c2ccccc2)nc1-c1ccc(Cl)cc1	54	107	99	92	94	92	77	99	77
Cc1ccccc1NC(=O)Oc1cccc(OC(=O)c2ccccc2)c1	102	127	91	104	113	93	100	93	107
CCCC(CCC)C(=O)OCc1cn(-c2c3ccccc3nc3ccccc23)nn1	101	112	103	94	95	94	91	103	103
CCOc1cccc(/C=N/NC(=O)c2ccccc2Nc2ccnc(C(F)(F)F)c2)c1O	34	9.3*	22	32	48	14	15	49	33
O=[N+]([O-])c1c(O)cccc1O	98	104	122	107	105	97	96	.	110
CC(=O)n1nc(-c2ccc(O)cc2)cc1-c1cn(-c2ccccc2)nc1-c1ccc(O)cc1	91	102	89	108	104	67	91	109	91
CC(=O)c1c(C)[nH]c2c1c(-c1ccc3c(c1Br)OCO3)nc1ccccc12	97	103	87	97	87	84	99	120	91
Nc1cc2[nH]c(=O)c3ccccc3c2cc1Br	53	.	86	83	111	57	77	69	79
O=C(Nc1cccc(-n2ccc3c(NC(=O)c4ccccc4)nccc32)c1)c1ccc(N2CCOCC2)c(C(F)(F)F)c1	14	-23*	27	27	2.2*	-13*	13	8.8*	7.9*
O=C(Nc1ccccc1S)c1ccccc1	108	119	103	98	.	82	96	109	104
COC(=O)C(CCC(=O)O)N1C(=O)c2ccccc2C1=O (configuration not stated)	114	109	101	111	103	98	98	102	103
Cc1ccc(/C=C(/C2=NCCN2)n2ccc3ccccc32)cc1	102	94	90	85	97	68	87	92	98
CC(=O)C(=O)NCCCCCC(=O)Nc1ccccc1	97	110	105	109	124	105	105	102	105
Cc1cc(N2CCCC2)nc(NCc2cc(Nc3ccnc4cc(Cl)ccc34)ccc2F)n1	-74*	-82*	-28*	-71*	-42*	-91*	-76*	-75*	-59*
C(=N\Nc1nnc2n1N=C(c1ccccc1)CS2)/c1ccco1	95	109	108	103	103	83	106	113	102
CCCCn1c(-c2ccc(C(=O)O/N=C(\N)c3ccc4c(c3)OCO4)cc2)nc(-c2ccccc2)c1-c1ccccc1	19	58	67	60	20	-15*	4.4*	62	37
Cc1ccc(S(=O)(=O)NC(=O)CCC(=O)Nc2ccc(Oc3ccccc3)cc2)cc1	108	120	112	106	112	.	95	107	103
Cc1ccc(C(=O)NN)cc1	102	115	127	.	111	95	100	100	.
COC(=O)c1c(C)nc(C)c2c1C(=O)C=C(NCc1ccccc1)C2=O	73	79	92	106	92	89	76	96	83
COc1ccc(NC(=O)[C@@H]2CCC(=O)N2C)cc1OC	103	103	98	104	90	86	94	112	105
CCOC(=O)Cn1c(COc2cccc3ccccc23)nc2ccccc21	91	92	65	95	81	64	62	97	88
O=C(Nc1ccc(Br)cc1F)c1cc(Cl)ccc1O	2.3*	24	4.6*	12	16	-35*	-30*	9.3*	-31*
CCn1cc(-c2ccnc(NCCCNS(=O)(=O)c3ccc(Cl)cc3)c2)c(-c2cccc(O)c2)n1	92	107	100	114	81	93	83	126	101
CCOC(=O)C1=C(N)Oc2c(sc3c(CC)cccc23)C1c1ccc(Cl)cc1 (configuration not stated)	89	110	87	97	107	84	98	108	102
O=C(CSc1cc[n+](CCCCCO)c2ccccc12)n1ccc2ccccc21	99	107	93	108	104	90	101	115	94
COC(=O)CN1CC(=O)N2[C@@H](c3ccccc3)SC[C@H]2C1=O	103	123	113	108	97	81	106	110	118
COc1cc(NCC(=O)Nc2cc(Nc3cccc(C(F)(F)F)c3)ncn2)c(Cl)c(OC)c1Cl	94	104	101	104	82	83	87	103	92
Cc1cc(C(=O)c2ccc(Cl)cc2)ccc1O	112	122	103	98	99	96	85	102	103
CC(=O)OC1NC(=O)NC(=O)C1(Br)Br (configuration not stated)	99	118	86	104	98	102	98	97	106
CS(=O)(=O)c1nccc(-c2c(-c3cccc(OS(N)(=O)=O)c3)nc3sccn23)n1	105	69	107	116	69	59	100	151	104
COC(=S)SCC(=O)c1ccc(Br)cc1	96	123	95	111	91	77	83	102	83
Clc1ccc2[nH]cc(-c3nc(-c4c[nH]c5ncccc45)cs3)c2c1	1.3*	18	59	18	16	57	24	69	23
COc1ccc(CCc2ccc3cc(OC)ccc3n2)cc1	90	108	122	111	.	104	95	93	105
CC(=O)OCC1C2C=CC(C2)C1COC(C)=O (configuration not stated)	106	113	108	102	155	94	98	106	101
CCCCNC(=S)NS(=O)(=O)c1ccc(CCN2C(=O)/C(=C/c3ccc(OC)cc3)N=C2C)cc1	97	136	101	103	117	116	99	114	103
O=C(N/N=C/c1ccc([N+](=O)[O-])cc1)c1ccc(C(F)(F)F)nc1Nc1cccc(C(F)(F)F)c1	114	99	94	99	100	77	92	83	98
CCC(C#N)NC1CCN(Cc2ccccc2)CC1 (configuration not stated)	97	98	106	102	98	91	104	.	105
O=C(NNC(=O)c1ccncc1)Nc1ccc(Cl)cc1	100	93	122	105	119	95	101	93	105
O=C(O)c1ccc(S(=O)(=O)NC2CCCCC2)cc1	111	105	106	108	89	82	101	104	101
O=C(Nc1cccc(C(F)(F)F)c1)c1cncc(C#Cc2cnc3cccnn23)c1	38	82	72	34	49	122	15	47	7.5*
S=C([S-])[P+](C1CCCCC1)(C1CCCCC1)C1CCCCC1	95	114	96	107	101	88	88	103	104
COc1cccc2c1c1nc3cc(C)c(C)cc3nc1n2CCN(C)C	13	9.5*	25	13	11	34	14	45	29
COc1ccc(-c2cc(-c3ccc(OC)c(OC)c3)nc(SCCCC(=O)O)n2)cc1	72	112	99	104	107	91	93	110	90
C[C@@H]1CC[C@@]2(C)C(C(=O)O)=CC=C[C@@H]2[C@@]1(C)CC(=O)c1ccoc1	104	.	100	103	116	87	107	109	110
COc1ccc(NC(=O)CSc2nnc(-c3ccc(-c4nc5ccc(Cl)cc5[nH]4)cc3)o2)cc1	42	69	35	20	48	5.2*	9.9*	109	30
NS(=O)(=O)c1ccc(Nc2nc(SCC(=O)c3ccc(-c4ccccc4)cc3)nc3ccccc23)cc1	95	109	109	104	105	112	91	122	95
CCCCc1nc2c(N)nc3ccccc3c2n1Cc1ccc(OC)cc1	58	48	92	69	33	66	32	86	83
COc1ccc(C(CCc2cc(OC)c(OC)c(OC)c2)NC(C)=O)cc1 (configuration not stated)	97	93	114	105	116	96	108	104	105
Carrying on.
SMILES	HCT-15	COLO 205	NCI-H322M	SW-620	HT29	SNB-75	HCT-116	HCC-2998	KM12
COc1cc(CNc2oc(-c3ccccc3)c(-c3ccccc3)c2C#N)cc(CN2CCCCC2)c1O	33	99	101	87	99	83	59	17	72
O=[N+]([O-])C1CC2C=CC1C2 (configuration not stated)	100	115	91	103	99	93	107	102	104
CCCC(=O)c1ccc(Br)cc1	97	109	85	100	95	76	99	100	97
COc1ccc(C2C(C#N)=C(N)Oc3c2c(N)nn3-c2ccccc2)cc1 (configuration not stated)	100	106	92	98	111	79	98	107	98
CCOC(OC(=O)c1ccccc1)C(OCC)OC(=O)c1ccccc1 (configuration not stated)	102	118	107	103	97	90	110	101	108
COC12CCCC1C1(O)CCCCC1O2 (configuration not stated)	108	111	94	108	109	97	109	115	107
CC(N)COc1ccccc1 (configuration not stated)	99&97	104&114	93&101	106&105	90&102	88&85	101&103	93&109	102&109
COc1cc(C=NNc2nc(-c3ccc(Cl)cc3)c(C#N)c(N3CCOCC3)n2)cc(OC)c1OC	52	53	84	90	31	51	45	95	69
O=C1Nc2cc(Cl)c(CCCl)cc2/C1=C\c1ccccc1	65	103	88	68	68	56	53	95	74
CCCCS(=O)(=O)O	95	107	98	104	106	72	90	79	119
CCN(CC)c1ccc(C=O)c(OCc2cn(CC(=O)Nc3ccc(OC)cc3)nn2)c1	102	123	112	114	116	131	106	117	106
Cc1ccncc1C(=O)O	104	128	101	97	101	87	107	116	99
